# From PubChem BioAssay
# Hsp70 act = switches on Hsp70 transcription; activation, % at 10 µM; HeLa Hsp70 promoter luciferase reporter, luminescence; scaled: vehicle 0, proteasome-inhibitor control 100%; 200,000 compounds, 0.04% hits;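 active = activation above the mean across all tested compounds plus 3 SD, cutoff set per campaign, cut at about 5.5% in these data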;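 note: 100% = MG132 at 30 µM as the positive control and 0% = DMSO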
# STAT1 blocker = inhibitors of IFN-gamma induced STAT1 signaling; inhibition, % at 5.5 µM; 200,000 compounds, 0.35% hits; NIH 3T3 STAT1-luciferase reporter, luminescence;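 active = inhibition above a set limit, the mean inhibition across all tested compounds plus 3 SD, cut at about 34% in these data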;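 note: 0% = IFN-gamma with DMSO and 100% = IFN-gamma with 300 µM nifuroxazide; values of inactives mirror those of a sister screen read the other way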
# APP 5'UTR act = APP 5'UTR luciferase reporter activation; SH-SY5Y APP 5'UTR luciferase reporter, luminescence; zero percent = DMSO vehicle wells; activation, % at 2 µM; 190,000 compounds, 1% hits; AID 1276;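 active = activation above a set limit, based on mean plus 3 SD of controls, cut at about 140% in these data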; note: values of inactives mirror those of a sister screen read the other way
# APP 5UTR inh = APP translation inhibition; 190,000 compounds, 0.82% hits; SH-SY5Y APP 5'UTR-luciferase reporter, luminescence; inhibition, % at 2 µM;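 active = inhibition above a set limit, derived from the sample mean plus 3 SD, cut at about 45% in these data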; note: values of inactives mirror those of a sister screen read the other way
# STAT3 blocker = reduces IL-6 driven STAT3 reporter signal. U3A cells, IL-6 STAT3-luciferase reporter, luminescence; host cell line lacks STAT1. inhibition, % at 5.5 µM. 190,000 compounds, 0.89% hits;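 active = inhibition above the mean inhibition across all screened compounds plus 3 SD, cut at about 44% in these data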;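 note: 0% = DMSO only wells and 100% = 100 µM nifuroxazide control wells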
# RAM network inh = blocks the yeast RAM network. S. cerevisiae dse1pr::URA3 reporter, 5-FOA growth OD615, 2 d; analog-sensitive cbk1-as2 kinase mutant strain. AID 868. 190,000 compounds, 1.8% hits. inhibition, % at 50 µM;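 active = inhibition above a set limit, 3 SD over mean compound inhibition, cut at about 8.4% in these data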;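 note: 0% = DMSO-only wells with no growth and 100% = 10 µM 1-NA-PP1 full growth; inhibition rescues growth on 5-FOA so higher OD means more RAM inhibition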
# FLuc inhib CS = inhibits firefly luciferase, flagging false hits in luciferase inhibition screens | ATPLite firefly luciferase biochemical luminescence, 10 min | 200,000 compounds, 1.5% hits | inhibition, % at 10 µM;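 active = inhibition above about 50% when tested at 10 µM, limit read from the data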
# Target sequence (P08659 whole entry, looked up): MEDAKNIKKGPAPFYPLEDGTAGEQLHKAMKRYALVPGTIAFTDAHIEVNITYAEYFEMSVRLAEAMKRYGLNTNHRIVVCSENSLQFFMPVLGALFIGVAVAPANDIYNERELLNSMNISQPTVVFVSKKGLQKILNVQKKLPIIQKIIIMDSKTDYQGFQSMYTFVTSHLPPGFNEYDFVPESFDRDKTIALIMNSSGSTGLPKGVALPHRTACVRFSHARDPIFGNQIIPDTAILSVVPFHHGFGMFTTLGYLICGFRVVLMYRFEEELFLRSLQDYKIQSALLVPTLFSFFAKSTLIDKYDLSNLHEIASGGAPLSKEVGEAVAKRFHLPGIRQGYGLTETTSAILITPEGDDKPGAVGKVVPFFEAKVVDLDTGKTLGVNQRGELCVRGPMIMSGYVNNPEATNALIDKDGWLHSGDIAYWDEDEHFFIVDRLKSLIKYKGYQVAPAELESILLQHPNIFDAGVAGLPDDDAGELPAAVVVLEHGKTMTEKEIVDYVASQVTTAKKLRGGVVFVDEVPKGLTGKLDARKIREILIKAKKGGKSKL
# STAT1 act = increases IFN-gamma driven STAT1 reporter signal; NIH 3T3 STAT1-luciferase reporter, luminescence; 100% = IFN-gamma alone, no compound; activation (% of control), % at 5.5 µM; 200,000 compounds, 2.6% hits; AID 932;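 active = activation above the screen-wide mean activation plus 3 SD, cut at about 130% in these data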;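 note: raw ratio to IFN-gamma control signal so 100% means no change and 0% no light; values of inactives mirror those of a sister screen read the other way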
# NF-kB neuron act = NF-kB expression increase, human neuronal cells; NF-kB reporter expression; active compounds read high; fold change at 12.5 µM; 190,000 compounds, 1.6% hits; in the data active = fold change above about 3.3
# STAT3 act = STAT3 signaling activation. U3A cells, IL-6 STAT3-luciferase reporter, luminescence; 100% = signal with IL-6 EC80 alone. activation (% of control), % at 5.6 µM. 190,000 compounds, 0.91% hits;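 active = activation above the screen-wide mean of compound activation plus 3 SD, cut at about 130% in these data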;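 note: 0% = background luminescence of wells with medium and substrate only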
#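 Assay system – human STAT1-deficient U3A cells with stable STAT3-luciferase reporter · Also added – IL-6 (33 ng/mL) · Schedule – compound 1 h, then IL-6 6 h at 37 °C · Technique – reporter luminescence signal · Evaluation – % activation versus median of IL-6-stimulated wells · Benchmarks – IL-6-only wells as 100% reference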
# An asterisk follows results filed as active; . = not tested or not shown.
SMILES,Hsp70 act,STAT1 blocker,APP 5'UTR act,APP 5UTR inh,STAT3 blocker,RAM network inh,FLuc inhib CS,STAT1 act,NF-kB neuron act,STAT3 act
O=C(CC1(C(F)(F)F)OCCO1)Nc1ccc2c(c1)OCO2,-0.3,-6,10,-10,12,0.0,-6,105,1.4,94
CCCc1nnc(-c2cc(OC)c(OC)c(OC)c2)o1,-0.5,-8,-15,15,0,2.3,-3,107,0.94,101
O=C(O)/C(=C\c1ccc(Br)cc1)c1ccc(S(=O)(=O)N2CCCCC2)s1,-0.5,6,-3,3,24,3.0,-1,95,1.2,81
Cn1c(=O)[nH]c(=O)c2c1ncn2CCN1CCOCC1,-0.1,2,6,-6,-9,3.3,-7,102,1,110
COc1ccc(S(=O)(=O)N2CC3CCCN3c3ccc(C(F)(F)F)cc32)cc1 (stereo not drawn),-0.3,13,17,-17,3,3.2,-5,88,0.84,100
CCOC(=O)c1c(-c2ccccc2)nnn1-c1nc(OCC)nc(N2CCCCC2)n1,-0.3,-3,-1,2,10,1.8,-4,102,0.49,97
O=C(Nc1cccc(S(=O)(=O)NC2=NCCCCC2)c1)c1cc(-c2ccncc2)nc2ccccc12,-0.4,4,8,-8,6,0.8,-3,95,0.64,96
N#C/C(=C\c1ccc[nH]1)Sc1nc2ccccc2s1,-0.1,-6,-3,3,-16,0.6,0,107,1.3,117
Cc1cnc(NC(=O)CSc2nnc(CNc3ccc(F)cc3)n2CC2CCCO2)s1 (stereo not drawn),-0.3,6,-7,7,2,1.5,-5,95,1.2,103
NC(=O)c1nsc(C(=O)N(c2cccc(F)c2)C(C(=O)NCC2CCCO2)c2cccs2)c1N (stereo not drawn),-0.1,-10,4,-4,6,4.8,-6,107,0.88,101
CN1CCN(C(=S)c2ccc(OCC(=O)Nc3cccc(C(F)(F)F)c3)cc2)CC1,-0.1,18,.,.,36,1.5,-9,84,1.1,75
CC(C)(C)n1ncc(Oc2ccc(Oc3cnn(C(C)(C)C)c(=O)c3Cl)cc2)c(Cl)c1=O,-0.2,9,4,-4,-1,.,.,92,.,103
Cc1ccc(Cn2c(-c3nonc3N)nc3ccccc32)cc1,-0.1,6,-6,6,5,6.4,-6,94,0.81,99
O=C(N/N=C/c1cccc(Br)c1)c1ccc(Br)cc1,-0.2,-15,26,-26,17,2.4,24,114,1.2,92
O=C(NCCN1CCOCC1)c1cccnc1SCc1ccccc1Cl,2.2,0,3,-3,-1,0.2,-4,99,0.79,103
O=C(CNS(=O)(=O)c1ccc2ccccc2c1)NCCc1ccccn1,-0.1,2,-5,5,-6,-0.5,-2,98,0.97,106
COc1ccc(N2C(=O)CC(N(CCc3ccc(OC)c(OC)c3)C(=S)Nc3ccccc3)C2=O)cc1 (stereo not drawn),0.0,-3,5,-5,7,0.0,-1,102,1,94
Cc1ccc2nc(Cl)c(/C=N/NC(=O)[C@H]3C[C@@H]3c3ccccc3)cc2c1,-0.3,-6,22,-22,-4,2.6,-2,105,1.1,102
CCOC(=O)N1CCN(C(=O)CS(=O)(=O)c2cn(Cc3ccccc3Cl)c3ccccc23)CC1,0.1,1,3,-3,10,4.4,-5,100,0.99,96
CCOC(=O)Cc1csc(NC(=O)COc2cc(C)cc(C)c2)n1,0.1,-4,-6,6,4,2.6,-7,104,1,104
C[C@@H](C(=O)OCC(=O)Nc1cc(S(=O)(=O)N2CCOCC2)ccc1Cl)N1C(=O)C2CCCCC2C1=O (stereo partly drawn),-0.1,3,-13,14,4,-0.3,-4,97,0.72,96
Cc1ccc(C2Nc3ccccc3-c3nc4ccccc4n32)o1 (stereo not drawn),-0.1,-26,26,-26,-5,1.1,17,124,1.2,108
COC(=O)C1CCCN1S(=O)(=O)c1ccc2ccccc2c1 (stereo not drawn),-0.1,1,15,-15,18,1.3,-3,99,1.1,89
Cc1nnc(NC(=O)CCC(=O)N2CCC(C)CC2)s1,-0.2,5,6,-6,2,3.4,-5,95,1.1,102
CCOC(=O)Cc1cc(-c2ccc(F)cc2)nc2ccc3ccccc3c12,0.3,-1,-8,8,-24,4.7,-1,100,1.1,119
Cc1ccc(N=Cc2c(C)[nH]n(-c3nc4ccccc4[nH]3)c2=O)cc1,-0.1,11,23,-22,28,4.0,79*,90,0.86,77
CCN1CCCC1CNC(=O)CS(=O)(=O)Cc1nc(-c2ccccc2C)oc1C (stereo not drawn),-0.1,2,-23,23,1,0.5,4,98,0.97,103
O=C(CN1C(=O)S/C(=C\C=C\c2ccccc2)C1=O)Nc1ccc(O)cc1,-0.1,-12,3,-3,3,7.0,8,111,1.9,99
Cc1nc(NC(=O)C(Cl)Cl)sc1C(=O)N(C)C,-0.2,13,5,-5,-3,-2.0,4,88,1.1,100
CC(=O)c1ccc(-c2ccc(C(=O)N3CCN(c4ccc(F)cc4)CC3)o2)cc1,-0.3,-5,9,-9,-5,1.7,-4,104,0.8,109
Cc1ccccc1S(=O)(=O)c1c(C)cc(-c2ccccc2)[nH]c1=O,-0.3,-11,-3,3,3,4.8,-5,110,1.2,102
Cc1ccc(S(=O)(=O)Nc2ccc3c(c2)ncn3C(C)(C)C)cc1,-0.3,10,-5,5,8,3.4,-7,91,1.1,99
CCOc1cc(C2NN=C(c3ccccc3)S2)ccc1OCc1ccccc1Cl (stereo not drawn),-0.1,-41,18,-18,-1,13*,20,136*,3.7*,107
COc1ccc(OC)c(NC(=O)CC(NC(C)=O)c2ccccc2)c1 (stereo not drawn),-0.3,-8,-7,7,-5,0.5,-1,106,1.2,107
CC(C)OCCCN1C(=O)c2ccccc2C1C(=O)NC1CCCCC1 (stereo not drawn),0.4,10,25,-25,2,0.7,-9,91,1.1,102
O=C(O)c1cc([N+](=O)[O-])ccc1C(=O)Nc1ccccc1,-0.2,1,-10,10,9,-0.3,-4,99,1.1,102
CN1/C(=C\C=C2/C(=O)Oc3ccccc3C2=O)C(C)(C)c2ccccc21,-0.1,-19,52,-52,5,21*,17,117,1.4,98
COc1cc([N+](=O)[O-])ccc1NC(=O)CN1CCOCC1,-0.3,3,16,-16,4,-0.3,-3,95,1,100
Cc1cc(S(=O)(=O)NC2CCCCC2)ccc1OCC(=O)N1CCOCC1,-0.3,-3,-4,4,7,1.2,-4,102,0.87,100
CCCOc1ccc(OC(=O)c2ccc(Br)o2)cc1,-0.4,3,-1,1,5,2.3,15,98,1.2,99
COc1cccc(NC(=O)N(CCCN2CCOCC2)C(C)c2cc3cccc(OC)c3o2)c1 (stereo not drawn),-0.2,3,8,-8,-4,0.1,-3,97,1,106
CSc1nc2c(c(=O)n1-c1ccc(C)cc1)SCC2,-0.2,2,-3,3,8,6.0,6,100,1.3,97
Cc1ccc(-c2nnc(SCC(=O)NCC3CCCO3)n2C)cc1 (stereo not drawn),-0.2,-2,-3,3,5,0.1,-8,102,0.89,96
CCOC(=O)c1oc2ccccc2c1NC(=O)CN1CCOCC1,-0.5,-3,-20,20,-4,3.3,-7,101,0.92,106
CCCCC(c1nnnn1CCOC)N1CCN(CC)CC1 (stereo not drawn),-0.2,3,17,-17,6,-0.1,-3,97,1.1,96

# Entries above with an NH in an aromatic ring, in the order listed:
SMILES,Hsp70 act,STAT1 blocker,APP 5'UTR act,APP 5UTR inh,STAT3 blocker,RAM network inh,FLuc inhib CS,STAT1 act,NF-kB neuron act,STAT3 act
Cn1c(=O)[nH]c(=O)c2c1ncn2CCN1CCOCC1,-0.1,2,6,-6,-9,3.3,-7,102,1,110
N#C/C(=C\c1ccc[nH]1)Sc1nc2ccccc2s1,-0.1,-6,-3,3,-16,0.6,0,107,1.3,117
Cc1ccc(N=Cc2c(C)[nH]n(-c3nc4ccccc4[nH]3)c2=O)cc1,-0.1,11,23,-22,28,4.0,79*,90,0.86,77
Cc1ccccc1S(=O)(=O)c1c(C)cc(-c2ccccc2)[nH]c1=O,-0.3,-11,-3,3,3,4.8,-5,110,1.2,102

# Additional compounds
SMILES,Hsp70 act,STAT1 blocker,APP 5'UTR act,APP 5UTR inh,STAT3 blocker,RAM network inh,FLuc inhib CS,STAT1 act,NF-kB neuron act,STAT3 act
Cc1noc(C)c1COc1cccc(C(=O)Nc2cccnc2)c1,-0.2,3,14,-14,15,3.8,-7,96,1.1,94
O=C(c1ccc2ccccc2c1)N1CCN(c2ccc(O)cc2)CC1,0.0,1,21,-21,3,0.0,-5,99,4.1*,104
COC(=O)c1cc(=O)n(Cc2ccc(F)cc2)c(=NCc2ccc(F)cc2)s1,-0.5,-5,17,-17,11,14*,-4,103,1.2,96
O=C(CSc1nnc2ccccn12)NC(=O)NC1CCCCC1,-0.1,2,3,-3,5,-0.1,-9,98,0.95,99
O=C(Nc1cccc(-c2nc3ccccc3[nH]2)c1)c1ccco1,0.1,-10,22,-22,23,3.1,6,109,0.44,84
CC(C(O)C12CC3CC(CC(C3)C1)C2)N1CCCCC1 (stereo not drawn),0.1,-6,12,-12,15,0.1,-8,105,1,96
O=C(CSc1nc2ccccc2[nH]1)Nc1nc(-c2ccc(Br)cc2)cs1,-0.1,-5,-3,3,2,6.2,-7,104,0.91,101
O=C(Nc1cccnc1)Nc1ccc2c(c1)OCO2,-0.1,-23,0,0,-2,1.4,50,120,1.9,101
O=C(COC(=O)COc1ccc(Cl)cc1Cl)Nc1cccnc1Cl,-0.1,-6,4,-4,12,0.8,-5,105,1.1,93
O=C(Cn1cnc2cc([N+](=O)[O-])ccc2c1=O)NCc1ccc(Cl)cc1,-0.2,1,-10,10,-12,3.9,-8,99,0.96,112
COc1ccccc1Nc1nc2nonc2[nH]c1=O,-0.6,-4,6,-6,-14,0.0,-1,102,1,115
COc1ccc(NC(=O)CSc2nnc(-c3ccncc3)n2CC2CCCO2)c(OC)c1 (stereo not drawn),-0.4,-8,36,-36,1,0.4,-7,107,1.6,101
N/C(=N/O)c1ccccc1N1CCC(Cc2ccccc2)CC1,0.0,28,45,-45,38,0.1,-5,73,0.7,70
CSc1ccc(C(=O)C2CCCN(C(=O)c3csc(C(C)=O)c3)C2)cc1 (stereo not drawn),-0.3,-2,3,-3,5,3.0,-4,100,1.3,100
CC(C)(C)c1ccc(C(=O)C=[N+]=[N-])cc1,-0.4,0,0,0,6,-0.6,6,100,1,100
CC(=O)NCc1nc2ccccc2n1C(C)C,0.7,-4,18,-18,8,0.7,-5,103,1.1,98
COc1ccc(CNC(=O)COC(=O)Cc2ccsc2)cc1,-0.3,-2,-5,5,-1,1.2,-10,100,1.1,102
N#Cc1c2ccc(O)cc2n2ccccc12,-0.4,4,-19,19,42,2.4,1,94,0.88,68
Cc1ccc(OCCCC(=O)Nc2ccc(S(=O)(=O)Nc3ccccn3)cc2)cc1,-0.1,4,8,-8,0,3.8,-2,96,1.1,105
O=C(CN1CCN(Cc2ccc(Cl)cc2)C1=O)NCCCN1CCOCC1,-0.2,-8,4,-4,8,1.1,-5,108,1.1,97
COc1cc(-c2[nH]nc3c2C(c2ccoc2)C(C#N)=C(N)O3)cc(OC)c1OC (stereo not drawn),0.0,6,4,-4,11,0.1,-4,95,0.87,93
COc1ccccc1CN(Cc1cc2cc(C)ccc2[nH]c1=O)Cc1nnnn1Cc1ccco1,-0.4,0,-2,2,-4,1.6,-2,100,0.55,106
Cc1cc(C)n2nc(S(=O)(=O)Nc3c(Cl)cccc3Cl)nc2n1,-0.4,-6,17,-17,-2,-1.0,-7,104,1.2,102

# No enrichment for hits; about 7.7% have a hit in one of these screens.
